# Screening results deposited in PubChem BioAssay by Broad Institute.
# Xi reactivation = activators of inactive X chromosome reactivation, primary screen, imaging, XiGFP fibroblasts, GFP high-content imaging, set 2. XiGFP mouse fibroblasts, % GFP-positive cells imaging, 3 d; cells co-treated with 5-aza-dC sensitizer; scaled so ellipticine positive control = 100%. activation, % at 7.58 µM. 360,000 tested, 0.055% active. AID 743238, 2013;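 active = mean normalized replicate activation at least 10% and every replicate at or above 10%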;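 also: 0% = median of on-plate neutral control wells and 100% = ellipticine 6 µM median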
#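 System: XiGFP fibroblasts, SV40-immortalized. Medium: DMEM plus 5-aza-dC sensitizer. Doses: single point. Timing: 3 d treatment, 15 min room-temperature fixation. Control set: ellipticine 6 µM.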
# esBAF inh = Bmi1 luciferase reporter increase in mESCs, primary screen, esBAF inhibitor project, mouse ES cells, Bmi1 luciferase knock-in, single point; 24 h; 100% = twice the neutral-well signal; reporter increase, % at 12.5 µM; 350,000 tested, 2% active; in the data active = activation above about 40%;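 also: 0% = median of the plate's neutral control wells and 100% = double that signal; a rise in the Bmi1 reporter signal indicates esBAF inhibition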
# RAD52 inh = RAD52 DNA annealing inhibitors, primary screen, biochemical, FRET, single point, set 2; DNA repair protein RAD52 homolog (Homo sapiens), P43351; recombinant RAD52 DNA annealing, FRET fluorescence; inhibition, % at 18.7 µM; 360,000 tested, 0.46% active; AID 651710, 2012;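 active = every replicate showing at least 50% inhibition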
# Target sequence (P43351 whole entry, looked up): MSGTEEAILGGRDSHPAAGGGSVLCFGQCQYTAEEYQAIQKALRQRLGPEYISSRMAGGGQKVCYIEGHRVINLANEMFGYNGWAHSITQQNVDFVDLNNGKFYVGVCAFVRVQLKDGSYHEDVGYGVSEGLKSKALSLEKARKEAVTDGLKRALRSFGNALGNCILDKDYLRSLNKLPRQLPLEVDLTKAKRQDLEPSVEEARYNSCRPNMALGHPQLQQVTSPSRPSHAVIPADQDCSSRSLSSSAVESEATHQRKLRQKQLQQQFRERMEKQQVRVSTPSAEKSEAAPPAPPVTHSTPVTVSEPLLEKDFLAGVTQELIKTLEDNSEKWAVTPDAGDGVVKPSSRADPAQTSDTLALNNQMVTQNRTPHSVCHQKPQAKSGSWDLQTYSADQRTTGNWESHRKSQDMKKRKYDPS
# S100A4 inh HTS = inhibitors of S100A4-myosin IIA peptide binding, primary screen, biochemical, fluorescence polarization, TAMRA-MyoIIA peptide | Protein S100-A4 (Homo sapiens), P26447 | inhibition, % at 10.7 µM | 360,000 tested, 0.14% active;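 active = mean inhibition of at least 70% across replicates, with every replicate also reaching that level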
#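 Compound dosing: one dose per compound; test system: human S100A4 monomer with TAMRA-labelled myosin IIA peptide; probe or stimulus: TAMRA-labelled myosin IIA heavy-chain peptide probe, 5 nM; medium: HEPES buffer with Ca2+, pH 7.2; schedule: 5 min incubation before reading; benchmarks: neutral control DMSO, positive control TFP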
# RAD54 branch = inhibitors of human RAD54 branch migration, primary screen, biochemical, fluorescence, single point; DNA repair and recombination protein RAD54-like (Homo sapiens), Q92698; RAD54 Holliday junction branch migration, FAM/BHQ fluorescence; inhibition, % at 10.4 µM; 360,000 tested, 0.14% active;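 active = mean normalized replicate activity at least 40 and at least half of replicates scoring 40 or more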;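 also: 0% = median of neutral control wells and 100% = median of positive control wells; inhibitors cause a drop in the FAM fluorescence signal; in these data hits start at about 50%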
# E-selectin induc = E-selectin induction in HUVECs, primary screen, imaging, HUVEC, immunofluorescence imaging, single point | activation, % at 7.58 µM | AID 686992, 2013 | 260,000 tested, 0.37% active | normalized: neutral wells 0, TNF-alpha wells 100;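 active = mean E-selectin-positive cell signal at least 10% of the positive control, reached in at least 60% of replicates, without over 20% cell loss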;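 also: in these data hits start at about 27%; measured in HUVEC primary endothelial cells; signal is the percent of cells scored E-selectin positive by PE staining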
# Target sequence (P16581 whole entry, looked up): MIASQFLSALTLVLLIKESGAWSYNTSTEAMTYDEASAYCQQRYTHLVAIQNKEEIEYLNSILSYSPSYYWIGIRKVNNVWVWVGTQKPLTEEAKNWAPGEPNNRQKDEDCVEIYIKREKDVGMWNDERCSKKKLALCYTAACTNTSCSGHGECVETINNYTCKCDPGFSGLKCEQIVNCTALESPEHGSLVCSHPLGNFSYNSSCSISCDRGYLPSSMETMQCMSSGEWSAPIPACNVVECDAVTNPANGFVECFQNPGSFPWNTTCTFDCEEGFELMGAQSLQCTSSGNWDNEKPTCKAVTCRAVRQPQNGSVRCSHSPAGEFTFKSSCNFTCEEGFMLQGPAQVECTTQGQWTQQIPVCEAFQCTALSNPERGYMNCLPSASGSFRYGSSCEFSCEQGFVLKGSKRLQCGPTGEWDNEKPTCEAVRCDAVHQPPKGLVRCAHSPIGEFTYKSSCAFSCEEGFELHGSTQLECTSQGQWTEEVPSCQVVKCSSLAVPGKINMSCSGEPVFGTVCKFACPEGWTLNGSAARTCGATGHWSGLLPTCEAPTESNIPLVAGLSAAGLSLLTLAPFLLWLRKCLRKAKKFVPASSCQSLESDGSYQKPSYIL
#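 Test system – human umbilical vein endothelial cells (HUVEC), E-selectin induction · Input – 3,000 HUVEC seeded per well · Buffer or medium – EGM-2, gelatin · Compound dosing – single-point compound dose · Detection – immunofluorescence imaging · Measure – percent E-selectin-positive cells · Controls – TNF-alpha high, DMSO low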
# EWS-Fli block = EWS/Fli-driven NR0B1 reporter inhibitors, primary screen, A673 cells, NR0B1 luciferase, luminescence, MLPCN library; viability-normalised; inhibition, % at 12.6 µM; 350,000 tested, 0.67% active;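 active = mean inhibition of at least 50% after viability correction, with every replicate also passing that limit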;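 also: firefly luciferase signal divided by Alamar Blue viability fluorescence both relative to DMSO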
# FN deposit inh = inhibitors of fibronectin matrix deposition, primary screen, AH1F cells, Alexa488-fibronectin fluorescence, plate reader; AID 743247, 2014; inhibition, % at 12.6 µM; AH1F fibroblasts, overnight; 350,000 tested, 0.086% active;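 active = mean inhibition across replicates of 30% or more, regardless of how many single replicates reach that level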;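 also: positive control wells lacked labelled fibronectin entirely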
#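 Material: AH1F fibroblasts assembling fluorescent fibronectin matrix; amount: 10000 AH1F cells/well; medium: DMEM, 2% serum; reagent: Alexa488-fibronectin, 24 nM final in well; dosing: single compound dose, delivered by pin transfer; incubation: 1 h adhesion, overnight exposure; detection: fluorescence after three HBSS washes, excitation 485 nm, emission 525 nm; measure: fibronectin deposition inhibition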
# * = called active by the depositor; x = not tested or not shown.
SMILES,Xi reactivation,esBAF inh,RAD52 inh,S100A4 inh HTS,RAD54 branch,E-selectin induc,EWS-Fli block,FN deposit inh
C[C@@H]1CCCCO[C@@H](CN(C)Cc2ccncc2)[C@H](C)CN([C@@H](C)CO)C(=O)c2cc(NC(=O)Nc3ccc(C(F)(F)F)cc3)ccc2O1,0.2,-3.7,25.5,6.2,-12.0,0.8,11.5,x
CCCN(CCC)c1ccc(/C=C/c2ccc3cc(OCC)ccc3n2)cc1,0.0,18.1,-20.0,-49.9,-0.8,x,5.1,-5.2
Cc1ccc(C)c2c(N)c3c(nc12)CCCCC3 (tested in a mixture with another compound),0.0,x,10.6,-2.6,x,x,-0.2,x
Cc1sc(N/N=C/c2ccco2)nc1-c1ccccc1,0.3,x,-4.1,0.8,x,x,-62.9,-2.6
COCCN1C(=O)COc2ccccc2C1C(=O)NC1CCCC1 (stereo not given),0.2,x,-0.5,4.3,x,-0.1,-7.1,-0.1
COc1cccc(-c2ccc3c(c2)O[C@@H](CN(C)C(=O)C2CCOCC2)[C@H](C)CN([C@@H](C)CO)S3(=O)=O)c1,0.0,2.7,-7.2,-1.0,7.8,-0.3,-4.4,x
CCc1ccc(OCC(=O)Oc2ccc([N+](=O)[O-])cc2)cc1,0.3,7.7,-8.0,-11.9,2.4,0.1,9.4,2.9
C[C@@H]1CN([C@@H](C)CO)C(=O)c2cc(-c3ccncc3)cnc2O[C@H]1CN(C)Cc1cccnc1,0.2,-10.8,-4.0,5.8,-3.9,-0.3,4.4,1.0
COc1ccc(CNC(=O)C(=O)NC2CC(C)(C)NC(C)(C)C2)cc1,0.3,x,-9.8,2.7,x,0.0,-1.6,-6.2
C[C@@H]1CCCCO[C@H](CN(C)Cc2ccccc2)[C@@H](C)CN([C@H](C)CO)C(=O)c2cc(N(C)C)ccc2O1,0.0,-4.1,x,x,x,0.2,-2.8,x
C[C@@H]1CCCCO[C@@H](CN(C)CC2CC2)[C@@H](C)CN([C@H](C)CO)C(=O)c2cc(NS(=O)(=O)c3ccc(Cl)cc3)ccc2O1,-0.2,4.8,20.6,2.1,5.5,0.0,8.7,x
Cc1noc(C)c1NC(=O)N(C)C[C@@H]1Oc2ccc(NS(=O)(=O)c3ccccc3)cc2C(=O)N([C@H](C)CO)C[C@H]1C,-0.7,-2.8,-12.5,-18.5,8.7,0.1,0.6,x
CCOC(=O)c1c(C)[nH]c(C(=O)N(C)CC(=O)Nc2ccc(OC)cc2)c1C,0.0,-0.5,-14.8,4.0,-7.1,0.0,4.4,5.3
C[C@@H]1CN([C@H](C)CO)S(=O)(=O)c2ccc(-c3ccncc3)cc2O[C@@H]1CN(C)C(=O)Nc1ccc(F)cc1,-0.5,2.2,2.5,-6.9,-0.2,1.3,6.7,x
CC(C)C[C@H](NC(=O)[C@@H](O)[C@H](N)Cc1ccccc1)C(=O)O,0.1,x,-15.1,-6.6,x,2.1,12.3,-3.8
CCc1csc(N2[C@H](C#N)[C@H](c3ccc(C4=CCCC4)cc3)[C@@H]2CO)n1,0.0,4.6,-45.4,-9.5,-3.2,-0.1,10.1,-6.0
CCN1C(=O)[C@H]2[C@H]3CN=C(SCc4ccc(C)cc4)N3[C@@](Cc3ccccc3)(C(=O)OC)[C@H]2C1=O,-0.1,-1.6,-13.6,5.4,1.8,x,2.0,-4.3
Cc1ccc(-c2nnc(NC(=O)c3c(F)cccc3Cl)s2)cc1,-0.1,17.5,-13.6,0.0,-2.8,x,-23.1,-3.9
O=C(O)CNC(=O)c1ccc(NC(=O)/C(=C/c2ccccc2)NC(=O)c2ccccc2)cc1,0.3,-2.1,-15.6,-1.9,-1.4,0.8,-3.3,0.0
COC(=O)[C@]1(C)N[C@H](CN(C)C(=O)C2CCCCC2)[C@@H]2C(=O)N(C)C(=O)[C@@H]21,0.0,-0.9,-6.3,-0.4,-8.9,-1.5,-9.2,3.6
CO[C@H]1CN(C)C(=O)c2ccc(NC(=O)c3cccc(Oc4ccccc4)c3)cc2OC[C@@H](C)NC[C@H]1C,-0.1,-1.4,43.4,-1.4,3.6,-0.2,4.7,x
COc1ccc(C2=C(C)C(N3CCN(C(=O)c4ccco4)CC3)=NS2(=O)=O)cc1,0.0,5.3,-3.8,-4.2,4.7,x,4.4,4.6
CC(=O)Nc1cccc(-c2ccnc3c2CC(C(=O)NCc2ccco2)O3)c1 (stereo not given),0.3,-9.5,-11.9,-1.1,-8.7,0.6,46.7,-2.3
CN(C(=O)c1ccc(NC(=O)Cc2ccc(NC(=O)C3CCCN(C(=O)C4CCCC4)C3)cc2)cc1)C1CC1 (stereo not given),0.5,-1.4,4.5,3.3,-13.2,0.2,-2.6,-0.4
C[C@@H]1CN([C@@H](C)CO)C(=O)c2cc(C#Cc3cccc(F)c3)cnc2O[C@H]1CN(C)CC1CCCC1,0.0,-7.4,13.4,-2.9,-5.8,0.0,11.4,x

# (cont.)
SMILES,Xi reactivation,esBAF inh,RAD52 inh,S100A4 inh HTS,RAD54 branch,E-selectin induc,EWS-Fli block,FN deposit inh
CCOC(=O)[C@]12CCC=C1N(Cc1cccc3ccccc13)C(=O)[C@H](CC(=O)N1CCOCC1)C2,-0.1,x,-7.5,-1.0,x,-0.4,-2.9,-7.0
CC(C)(C(=O)N1CCC1(C)C(=O)NS(=O)(=O)c1ccc(C#N)cc1)c1ccccc1 (stereo not given),0.1,4.6,-9.6,7.3,-4.1,0.2,0.6,-7.6
O=C(Cn1nnc(-c2ccc(CN3CCOCC3)cc2)n1)N(c1ccccc1)c1ccccc1,0.0,x,-2.7,-0.6,x,x,-2.4,-15.6
COc1ccc([N+](=O)[O-])cc1NC(=O)Cc1noc2ccccc12,0.0,-9.5,-13.2,15.6,-5.4,x,-8.2,x
C[C@H]1CN([C@@H](C)CO)C(=O)c2cc(-c3ccccc3F)cnc2O[C@@H]1CN(C)C(=O)C1CC1,-0.6,x,-0.8,0.1,-2.6,0.7,-1.2,x
COc1cccc(-c2ccc3n(c2=O)C[C@H]2[C@H](CO)[C@@H](C(=O)NC4CCC4)N[C@@H]32)c1,0.6,0.3,-4.9,-5.4,5.3,-0.2,7.2,x
NCC[C@@H]1CC[C@H](NC(=O)C2CC2)[C@H](CO)O1,0.5,x,-4.4,9.4,x,0.2,-6.4,-7.5
COc1ccc(C(=O)Nc2ccc(-c3ccc(NC(=O)c4ccc(OC)cc4)c(OC)c3)cc2OC)cc1,-0.1,-4.9,x,x,-5.3,-0.1,x,2.0
COC(=O)C1=C(C)NC(C)=C(C(=O)OC)C1c1ccc(-c2cccc(Cl)c2Cl)o1,0.0,-8.5,x,x,-3.9,6.8,-3.4,-2.9
O=C(C[C@@H]1CC[C@@H]2[C@H](COC[C@H](O)CN2C(=O)Nc2ccccc2)O1)NCCCN1CCOCC1,0.0,3.4,-1.8,0.7,-2.3,-0.1,-6.4,0.9
CO[C@H]1CN(C)C(=O)c2cc(NS(=O)(=O)c3ccc(C)cc3)ccc2OC[C@@H](C)NC[C@H]1C,0.3,3.7,-7.7,5.6,11.7,0.1,3.5,-10.2
O=C(Cc1ccccc1)NCC(=O)OCc1ccc([N+](=O)[O-])cc1,-0.1,1.2,x,x,-0.9,x,x,-1.3
CCOC(=O)COc1ccc2c(=O)cc(-c3ccccc3)oc2c1,0.2,x,-17.4,2.5,10.1,-0.1,-0.6,2.1
NC(=O)NC(=O)COC(=O)CC12CC3CC(CC(C3)C1)C2,0.0,x,3.6,5.3,x,x,9.0,x
O=C(OCC(=O)N1CCCCC1)c1c[nH]c2ccccc12,0.2,35.1,-8.7,2.1,11.7,-0.3,-54.1,5.1
CN1[C@@H]2c3cccc(=O)n3C[C@@H]2[C@@H](CO)[C@@H]1C(=O)NCCc1ccccc1,0.3,-2.0,-22.6,-11.5,-15.1,-0.1,-4.4,x
COc1ccc(NC(=O)N2CCCCN3[C@H](CO)[C@@H](c4ccc(-c5ccccc5F)cc4)[C@H]3C2)cc1,0.0,-3.5,51.5*,17.8,5.2,-0.1,10.3,7.0
CC(C)Oc1ccc(CNC(=O)Cn2ccc3cc(S(=O)(=O)N4CCCC4)ccc32)cc1,0.0,12.0,-2.7,-7.1,2.0,4.1,6.5,1.8
CCOC(=O)[C@H]1[C@H]2COc3ccc(OC)cc3[C@@H]2N2C(=O)CN(Cc3ccco3)C(=O)[C@@]12C,0.0,2.9,16.4,19.7,2.4,-0.1,0.9,-10.7
Cc1[nH]c2ccc(F)cc2c1CCN(Cc1cccnc1)C(=S)Nc1ccc(F)cc1,0.4,-2.0,-35.9,4.8,-3.3,x,11.4,-23.2
COc1ccccc1S(=O)(=O)N[C@@H]1C=C[C@H](CC(=O)NCc2cccc(F)c2)O[C@H]1CO,0.0,2.5,-0.9,-0.8,-6.3,-0.1,8.2,1.6
COc1ccc(C(=O)c2ccc([N+](=O)[O-])cc2Cl)cc1,0.2,x,3.6,0.4,x,x,-6.3,-0.2
CC(=NNc1cc(C)c2cc(C)ccc2n1)c1ccccn1,1.6,x,-136.6,7.6,x,-0.3,30.4,9.2
COc1ccc(Br)cc1C(=O)NC(=S)Nc1ccc(CN2CCOCC2)cc1,0.0,-1.2,-9.3,3.9,-9.6,x,x,6.6

# Some of these compounds in order of heavy-atom count, ascending:
SMILES,Xi reactivation,esBAF inh,RAD52 inh,S100A4 inh HTS,RAD54 branch,E-selectin induc,EWS-Fli block,FN deposit inh
COc1ccc(C(=O)c2ccc([N+](=O)[O-])cc2Cl)cc1,0.2,x,3.6,0.4,x,x,-6.3,-0.2
CC(C)(C(=O)N1CCC1(C)C(=O)NS(=O)(=O)c1ccc(C#N)cc1)c1ccccc1 (stereo not given),0.1,4.6,-9.6,7.3,-4.1,0.2,0.6,-7.6
O=C(O)CNC(=O)c1ccc(NC(=O)/C(=C/c2ccccc2)NC(=O)c2ccccc2)cc1,0.3,-2.1,-15.6,-1.9,-1.4,0.8,-3.3,0.0
C[C@@H]1CCCCO[C@H](CN(C)Cc2ccccc2)[C@@H](C)CN([C@H](C)CO)C(=O)c2cc(N(C)C)ccc2O1,0.0,-4.1,x,x,x,0.2,-2.8,x
Cc1noc(C)c1NC(=O)N(C)C[C@@H]1Oc2ccc(NS(=O)(=O)c3ccccc3)cc2C(=O)N([C@H](C)CO)C[C@H]1C,-0.7,-2.8,-12.5,-18.5,8.7,0.1,0.6,x
C[C@@H]1CCCCO[C@@H](CN(C)CC2CC2)[C@@H](C)CN([C@H](C)CO)C(=O)c2cc(NS(=O)(=O)c3ccc(Cl)cc3)ccc2O1,-0.2,4.8,20.6,2.1,5.5,0.0,8.7,x
C[C@@H]1CCCCO[C@@H](CN(C)Cc2ccncc2)[C@H](C)CN([C@@H](C)CO)C(=O)c2cc(NC(=O)Nc3ccc(C(F)(F)F)cc3)ccc2O1,0.2,-3.7,25.5,6.2,-12.0,0.8,11.5,x

# No enrichment for hits; 3% or so of the library scored in one or more.
